Source: PubChem BioAssay
SENP8 block-1: blocks the human protease SENP8; purified SENP8, Z-RLRGG-aminoluciferin cleavage, luminescence; inhibition, % at 10 µM; 330,000 compounds, 1.2% hits; AID 2540; in the data active means inhibition above about 50%
Target sequence (Q96LD8 whole entry, looked up): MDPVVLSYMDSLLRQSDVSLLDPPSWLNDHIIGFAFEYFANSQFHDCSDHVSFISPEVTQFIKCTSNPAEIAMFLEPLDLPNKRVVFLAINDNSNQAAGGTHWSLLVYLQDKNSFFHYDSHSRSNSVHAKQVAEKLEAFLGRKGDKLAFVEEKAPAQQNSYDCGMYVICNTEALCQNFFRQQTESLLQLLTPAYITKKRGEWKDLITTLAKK
APOBEC3G inh: APOBEC3G (human) deaminase inhibition. inhibition, % at 20 µM. recombinant A3G, ssDNA deamination FAM/TAMRA fluorescence. AID 493012. 330,000 compounds, 0.28% hits;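 active means inhibition of at least 40% at 20 µM, with no more than 30% in the related APOBEC3A deaminase screen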;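 further: plate controls were DMSO wells with A3G for no effect and wells lacking A3G enzyme for full effect; some compounds called inactive have numbers as strong as hits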
SENP7 block: blocks the human protease SENP7. inhibition, % at 5 µM. recombinant SENP7, Z-RLRGG-aminoluciferin luminescence, 40 min. 330,000 compounds, 1.5% hits. Q9BQF6;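 active means inhibition above about 50% at the single test dose, limit read from the data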;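 further: plate controls were DMSO with enzyme for no effect and no enzyme buffer wells for full effect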
SENP8 block-2: blocks human SENP8 cleavage of Nedd8 substrate; Q96LD8; recombinant SENP8, Nedd8 substrate fluorescence; AID 602440; 360,000 compounds, 0.64% hits; inhibition, % at 20 µM; in the data active means inhibition mostly above about 40%, no sharp cut-off; inactive means mostly below about 27%
SENP1 FRET inh: blocks the human SENP1 SUMO protease catalytic domain. inhibition, % at 10 µM. Q9P0U3. 360,000 compounds, 0.21% hits. recombinant SENP1 catalytic domain, CyPet-SUMO1-YPet FRET cleavage;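 active means inhibition at least 30% at 10 µM, raw YFP signal under a set limit, fluorescence ratio 0.5 to 1.5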;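 further: 0% = enzyme with DMSO and 100% = no enzyme wells; some results filed as inactive read as strong as hits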
Target sequence (Q9P0U3 419-644 limits assumed): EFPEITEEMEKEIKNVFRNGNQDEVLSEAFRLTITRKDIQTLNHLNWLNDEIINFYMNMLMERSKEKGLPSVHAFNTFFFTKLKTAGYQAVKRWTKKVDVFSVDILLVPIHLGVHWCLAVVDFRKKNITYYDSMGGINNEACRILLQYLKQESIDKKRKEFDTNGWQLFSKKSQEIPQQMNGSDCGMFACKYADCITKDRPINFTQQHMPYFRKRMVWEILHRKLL
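Assay system: hSENP1 catalytic domain, recombinant. Amount: SENP1 enzyme, 20 pM final. Schedule: 50 min reaction, RT, dark. Technique: FRET, CFP and YFP emission. Control set: no-enzyme wells low, DMSO-plus-enzyme wells high control.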
Apaf-1 inh: blocks human Apaf-1 apoptosome activity; O14727; reconstituted apoptosome caspase-3 activity, DEVD-Rh110 fluorescence; inhibition, % at 20 µM; 330,000 compounds, 0.71% hits; AID 489030; active means inhibition of at least 40% at 20 µM;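 further: plate controls were DMSO wells for no effect and DEVD-CHO caspase inhibitor wells for full effect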
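Material: reconstituted apoptosome with Apaf-1, cytochrome c, caspase-9, procaspase-3, dATP; medium: pH 7.5 Hepes buffer with CHAPS, BSA, DTT; also added: cytochrome c and DEVD-Rh110 substrate; timing: 30 min plus 50 min, RT; signal: Rh110 fluorescence intensity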
SENP6 block: SENP6 protease inhibition. Q9GZR1. Recombinant SENP6 catalytic domain, aminoluciferin luminescence. inhibition, % at 10 µM. 330,000 compounds, 1.8% hits;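 active means inhibition above about 50% at the single tested dose, limit read from the data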;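 further: plate controls were DMSO wells with enzyme for no effect and DMSO wells lacking enzyme for full effect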
Target sequence (Q9GZR1 628-1112 limits assumed): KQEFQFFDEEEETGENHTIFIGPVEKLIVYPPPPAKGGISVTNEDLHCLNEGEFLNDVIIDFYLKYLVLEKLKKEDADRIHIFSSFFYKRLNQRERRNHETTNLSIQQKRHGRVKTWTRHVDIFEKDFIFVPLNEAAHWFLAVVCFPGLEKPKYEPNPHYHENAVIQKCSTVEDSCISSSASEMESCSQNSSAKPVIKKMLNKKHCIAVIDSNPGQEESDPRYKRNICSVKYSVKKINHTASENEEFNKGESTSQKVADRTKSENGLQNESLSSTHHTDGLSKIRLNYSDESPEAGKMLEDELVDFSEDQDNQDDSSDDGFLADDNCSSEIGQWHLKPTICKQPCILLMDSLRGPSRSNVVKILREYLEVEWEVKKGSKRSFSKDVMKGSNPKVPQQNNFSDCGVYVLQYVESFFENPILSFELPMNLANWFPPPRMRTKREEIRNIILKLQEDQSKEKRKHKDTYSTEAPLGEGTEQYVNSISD
UBC13 inh: inhibitors of human UBC13 polyubiquitin chain formation. P61088. TR-FRET. inhibition, % at 20 µM. 330,000 compounds, 0.47% hits. AID 485273; in the data active means inhibition above about 45%, passing the limit was not always enough
Target sequence (P61088 whole entry, looked up): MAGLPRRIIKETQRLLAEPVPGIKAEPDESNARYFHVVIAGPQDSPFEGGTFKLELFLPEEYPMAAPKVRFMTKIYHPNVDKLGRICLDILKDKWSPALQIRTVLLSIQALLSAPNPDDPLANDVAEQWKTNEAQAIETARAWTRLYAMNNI
* hit, by the source's call; · = no result given.

Compound | SENP8 block-1 | APOBEC3G inh | SENP7 block | SENP8 block-2 | SENP1 FRET inh | Apaf-1 inh | SENP6 block | UBC13 inh
N/C(=N\OS(=O)(=O)c1ccc2ccccc2c1)c1ccncc1 | -12 | 1 | 8 | 16 | 1 | -16 | -19 | -14
COc1ccccc1CC1(C)NC(=O)N(CC(=O)Nc2cc(C)on2)C1=O (stereo unspecified) | 2 | 5 | -3 | 2 | 2 | 5 | -8 | 2
COc1ccc(OCC(=O)NNC(=S)NC(=O)c2ccc([N+](=O)[O-])cc2)cc1 | -5 | 25 | -3 | 24 | 1 | -12 | 15 | 60*
O=C1CCCc2oc3c(cc(NS(=O)(=O)c4ccc5c6c(cccc46)C(=O)N5)c4ccccc43)c21 | 8 | 2 | 12 | -240 | -21 | 11 | 17 | -5
OCC1(CCc2ccccc2)CCN(C/C=C/c2ccccc2)CC1 | 8 | -7 | 2 | 4 | -2 | 7 | 25 | 8
CC1CC(C)CN(C(=O)c2cccc(NC(=O)CC3SC(N4CCCCC4)=NC3=O)c2)C1 (stereo unspecified) | 6 | -3 | 6 | 4 | 2 | 1 | -4 | 9
CCn1cc(/C=C(\NC(=O)c2ccccc2)C(=O)NCCCN2CCOCC2)c2ccccc21 | 12 | -2 | -7 | -8 | -2 | 4 | -8 | -5
CCN(CC)CCN(C(=O)c1ccc(N2C(=O)CCC2=O)cc1)c1nc2cc3c(cc2s1)OCCO3 | 1 | 7 | 2 | 27 | 0 | -7 | -6 | -1
COc1cccc(-c2nc(-c3ccccc3)nc(N3CCN(C)CC3)c2C#N)c1 | -1 | -3 | 6 | 6 | 1 | 29 | -7 | 19
CCn1ccc(C(=O)Nc2ccc(S(=O)(=O)Nc3ccccc3OC)cc2)n1 | 3 | 1 | 9 | · | · | 14 | -12 | 0
COc1ccc(S(=O)(=O)N(C(=O)C(C)C)c2ccc3oc(=O)sc3c2)cc1 | -1 | -8 | 0 | 18 | -1 | -17 | -4 | 13
O=C(COC(=O)c1cccs1)Nc1cc(S(=O)(=O)N2CCOCC2)ccc1Cl | 6 | -14 | 2 | 10 | 1 | -2 | -8 | -4

A different layout for part of the listing above:
> CCn1cc(/C=C(\NC(=O)c2ccccc2)C(=O)NCCCN2CCOCC2)c2ccccc21
  SENP8 block-1: 12	APOBEC3G inh: -2	SENP7 block: -7	SENP8 block-2: -8	SENP1 FRET inh: -2	Apaf-1 inh: 4	SENP6 block: -8	UBC13 inh: -5
> CCN(CC)CCN(C(=O)c1ccc(N2C(=O)CCC2=O)cc1)c1nc2cc3c(cc2s1)OCCO3
  SENP8 block-1: 1	APOBEC3G inh: 7	SENP7 block: 2	SENP8 block-2: 27	SENP1 FRET inh: 0	Apaf-1 inh: -7	SENP6 block: -6	UBC13 inh: -1

Later entries:
Compound | SENP8 block-1 | APOBEC3G inh | SENP7 block | SENP8 block-2 | SENP1 FRET inh | Apaf-1 inh | SENP6 block | UBC13 inh
CC(OC(=O)c1ccc(C(C)(C)C)cc1)C(=O)NC1CCCCC1C (stereo unspecified) | 2 | -1 | -6 | 8 | 0 | 19 | 4 | -1
COc1cc(C(=S)N2CCOCC2)cc(OC)c1OC(=O)c1ccc(F)cc1 | -3 | 21 | 3 | 12 | -1 | -4 | 4 | 6
O=C(COC(=O)CCCOc1ccccc1)NC1CCS(=O)(=O)C1 (stereo unspecified) | -21 | -4 | -10 | 9 | 2 | 10 | -11 | -4
CC(C(=O)NCCC1=CCCCC1)N1C(=O)c2ccccc2C1=O (stereo unspecified) | -11 | -9 | -1 | 2 | 1 | -21 | -20 | 7
CNC(=O)c1ccccc1-c1ccccc1 | -3 | -2 | 3 | 23 | 0 | -4 | 4 | 5
CC(C)(C)C1CCC(=NNC(=O)CN(c2ccccc2)S(C)(=O)=O)CC1 (stereo unspecified) | 1 | -8 | 3 | 24 | 4 | 2 | 0 | -2
O=C(Nc1cccc(F)c1)c1cccnc1 | -7 | -5 | -12 | 5 | 1 | -4 | -5 | -8
O=C(COc1ccccc1Cl)NCCNC(=O)c1ccccn1 | 2 | -3 | -6 | 6 | 3 | 1 | -3 | 6
CC1CCCN(S(=O)(=O)c2ccc(S(=O)(=O)N3CCCC3)cc2)C1 (stereo unspecified) | 0 | -9 | 4 | 8 | -1 | 1 | 21 | 5
Cc1sc2ccccc2c1CNC[C@H]1O[C@@H](n2cnc3c(N)ncnc32)[C@H](O)[C@@H]1O | 3 | -7 | -5 | 2 | 1 | -12 | 5 | 6
CCc1ccccc1NC(=O)CCS(=O)(=O)c1ccc(C)cc1 | -4 | -6 | 7 | 17 | 0 | -2 | 10 | 6
CC(C)N(C(=O)[C@H]1C[C@H](CC(=O)NCc2cccc(C(F)(F)F)c2)C(=O)N2CCc3c([nH]c4ccc(Cl)cc34)[C@]12C)C(C)C | · | 2 | 14 | 0 | -1 | 32 | · | ·

Arranged by value in SENP1 FRET inh (highest first): some entries from above.
compound	SENP8 block-1	APOBEC3G inh	SENP7 block	SENP1 FRET inh	SENP6 block	UBC13 inh
COc1ccc(OCC(=O)NNC(=S)NC(=O)c2ccc([N+](=O)[O-])cc2)cc1	-5	25	-3	1	15	60*
CCN(CC)CCN(C(=O)c1ccc(N2C(=O)CCC2=O)cc1)c1nc2cc3c(cc2s1)OCCO3	1	7	2	0	-6	-1
COc1cc(C(=S)N2CCOCC2)cc(OC)c1OC(=O)c1ccc(F)cc1	-3	21	3	-1	4	6

(cont.)
Compound | SENP8 block-1 | APOBEC3G inh | SENP7 block | SENP8 block-2 | SENP1 FRET inh | Apaf-1 inh | SENP6 block | UBC13 inh
Cc1cccc(C)c1NC(=O)C1CCCN1S(=O)(=O)c1ccc2c(c1)n(C)c(=O)c(=O)n2C (stereo unspecified) | 0 | -7 | -5 | -52 | -6 | -9 | 0 | -1
CCOCc1nnc(NC(=O)c2c(OC)cccc2OC)s1 | 1 | -6 | 2 | -5 | -1 | -12 | -22 | -1
COc1cc(NC(=O)CN2CC(c3ccccc3)CC2=O)cc(OC)c1 (stereo unspecified) | -3 | -4 | -4 | 21 | -1 | -3 | -1 | 3
Cc1ccc2nc(-c3ccncc3)cc(-c3ccccc3)c2c1 | -1 | -7 | -3 | -8 | 1 | 0 | -2 | 10
Cn1c(=O)oc2cc(S(=O)(=O)NCCN3CCc4ccccc4C3)ccc21 | 2 | 0 | -6 | 11 | -2 | -5 | 7 | 6
O=C(COc1ccc2ccccc2c1)NNC(=O)c1ccccc1 | 5 | -8 | 3 | 6 | -1 | -1 | -4 | -3
COC(=O)[C@H](CCSC)NC(=O)Nc1ccc(OC)c(Cl)c1 | -9 | 0 | 7 | 12 | 0 | -2 | -16 | -5
COc1cccc(C2CC(=O)NC3=C2C(=O)CCC3)c1 (stereo unspecified) | -3 | -4 | -4 | 11 | 1 | 7 | 1 | 2
O=C(Nc1nc2ccc(SC(F)F)cc2s1)c1ccc(NS(=O)(=O)c2ccc(F)c(F)c2)cc1 | 7 | -5 | 1 | -401 | -11 | 21 | 21 | 15
COC(=O)c1ccc(Oc2nc(Nc3ccccc3)nc(N(C)C)n2)cc1 | -3 | -2 | 1 | 6 | -1 | 12 | -7 | -14
CN(CC(=O)Nc1ccccc1C(F)(F)F)C(=O)CSc1nnnn1C | -6 | -2 | 5 | 0 | 1 | 1 | 2 | 4
Cc1c(C(=O)NN2CCOCC2)cccc1[N+](=O)[O-] | -6 | -1 | -11 | 25 | 2 | -1 | -17 | -6

Additional entries follow:
Compound | SENP8 block-1 | APOBEC3G inh | SENP7 block | SENP8 block-2 | SENP1 FRET inh | Apaf-1 inh | SENP6 block | UBC13 inh
COC(=O)c1ccc(C(=O)OC)c(NC(=O)C2CCCO2)c1 (stereo unspecified) | -7 | -10 | 1 | -142 | -7 | -10 | 14 | -4
CCn1cc(C(=O)NCc2ccco2)c(=O)c2cc(S(=O)(=O)N3CCC(C)CC3)ccc21 | 0 | -2 | 17 | 9 | -3 | 31 | 0 | -4
COc1c(Br)cc(Br)cc1/C=N/n1c(C)nnc1C | 2 | -4 | -6 | 4 | -17 | 23 | -8 | -8
COC(=O)c1ccc(COc2ccccc2/C=C(\C#N)C(=O)Nc2ccccc2C)cc1 | 8 | 2 | 8 | 2 | -3 | 24 | 7 | 3
COc1ccc(CCN2C(=O)CC(N3CCN(C/C=C/c4ccccc4)CC3)C2=O)cc1OC (stereo unspecified) | 4 | -11 | 6 | 8 | 0 | -12 | -10 | 2
CCn1c(=O)c2c3c(sc2n2c(=S)[nH]nc12)CCC3 | -4 | 59* | 5 | 16 | 4 | 4 | -29 | 2
O=C1c2ccccc2C(Nc2ccc3c(c2)OCCO3)N1c1ccc(Cl)cn1 (stereo unspecified) | 0 | -7 | 2 | 2 | -1 | 10 | -3 | -3
CC(=O)c1cccc(NC(=O)CCS(=O)(=O)c2cccc3nsnc23)c1 | 0 | 0 | 6 | 17 | 3 | 9 | 6 | 3
Cn1c(Sc2ccc([N+](=O)[O-])cc2C(F)(F)F)nnc1-c1ccccc1 | 1 | -2 | 0 | 6 | 0 | 11 | 5 | 0
CCCCn1c(N)c(N(C)C(=O)C2CC(=O)N(Cc3ccco3)C2)c(=O)[nH]c1=O (stereo unspecified) | -2 | -6 | 3 | 7 | -1 | -6 | 2 | 7
CC(=O)Nc1ccc(OCC(=O)NCCc2ccccc2)cc1 | -10 | 0 | -9 | 6 | 2 | 13 | 16 | -5
Cc1ccc(CN(Cc2cccnc2)C(=S)Nc2cc(Cl)ccc2C)cc1 | -1 | -13 | -8 | 5 | 0 | 0 | 9 | 8

(more compounds)
Compound | SENP8 block-1 | APOBEC3G inh | SENP7 block | SENP8 block-2 | SENP1 FRET inh | Apaf-1 inh | SENP6 block | UBC13 inh
CN(C(=O)CSc1nnc(Nc2ccccc2F)s1)C1CCS(=O)(=O)C1 (stereo unspecified) | 4 | -10 | 4 | 30 | 0 | -8 | 0 | 4
CC(=O)Nc1ccc(C(=O)OCc2ccc(Cl)cc2)cc1 | -9 | -14 | 2 | 12 | 3 | -1 | -14 | 0
CC(C)C(NC(=O)C(c1ccccc1)c1ccccc1)c1nc2ccccc2[nH]1 (stereo unspecified) | -9 | -7 | -15 | -4 | -3 | 3 | -10 | -8
COc1ccc(N(C)S(=O)(=O)c2ccc3c(c2)CCC(=O)N3)cc1 | 18 | -4 | 0 | 8 | -4 | -5 | 6 | -1
CCOC(=O)CN1C(=O)C(Sc2n[nH]c(-c3ccc(O)cc3)n2)CCc2ccccc21 (stereo unspecified) | -2 | -4 | -4 | -15 | 4 | -5 | -6 | -2
COc1ccc(-c2nc(C#N)c(NCc3cccnc3)o2)cc1OC | -10 | -6 | -4 | -214 | 1 | -8 | -19 | -1
O=C(Nc1nc(-c2ccc(Cl)s2)cs1)c1ccncc1 | -7 | -9 | -9 | -20 | 4 | 12 | -30 | -5
O=C(OCC(=O)N1CCOCC1)c1ccc(Br)cc1 | -3 | -7 | -1 | 8 | 2 | -3 | -14 | 0
CCCN1CCC(NC(=O)Cc2ccccc2C)CC1 | -13 | -4 | 8 | 5 | 2 | -6 | -5 | -6
CCOc1cc(/C=C2\N=C3CCCCCN3C2=O)ccc1O | -16 | -6 | -8 | -35 | 39* | 9 | -24 | -41
Cc1[nH]c2ccc(C(=O)N3CCN(c4ccccn4)CC3)cc2c1C | 5 | -9 | -7 | 8 | -1 | 5 | 6 | 10
Cc1cc(C)nc(NNS(=O)(=O)c2c(C)cc(C(C)(C)C)cc2C)n1 | 3 | -2 | -4 | 13 | 1 | 8 | -8 | -12
NS(=O)(=O)c1c(Sc2ccccc2C(=O)O)ccc2ccccc12 | -9 | -7 | 52* | 5 | -4 | -3 | 94* | -27
CSc1ccccc1NC(=O)COC(=O)c1c[nH]c(=O)[nH]c1=O | 1 | 0 | 2 | 11 | 4 | 5 | 0 | -4
CCN(CC)c1nc2ccccc2n(Cc2cccc(OC)c2)c1=O | 1 | 2 | -7 | -51 | -2 | 13 | -15 | 10

Entries listed above printed as active in APOBEC3G inh.
Molecule	SENP8 block-1	APOBEC3G inh	SENP7 block	SENP1 FRET inh	SENP6 block	UBC13 inh
CCn1c(=O)c2c3c(sc2n2c(=S)[nH]nc12)CCC3	-4	59*	5	4	-29	2

Rows are unselected. About 3.6% of those tested had a hit in this group.
